# GAA glycogen – alters human alpha-glucosidase cleavage of glycogen. P10253. recombinant GAA, glycogen substrate, Amplex Red glucose oxidase fluorescence. Potency, µM (doses to about 76.4 µM), for inactives: at the top dose activity change, negative = inhibition, usual class: inhibitors. 300,000 compounds, 0.38% hits. AID 2100; active = well fitted inhibition curve with a large enough effect; inconclusive = small, poorly fitted or top-dose-only effect, or another doubt; inactive = no such curve, though single readings can be large or run the other way;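 note: 0% = full enzyme reaction and -100% = no-enzyme basal signal; the screen sought inhibitors and activators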
#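 Natural-substrate format: glycogen cleavage by 4 nM human enzyme, glucose read by Amplex Red coupling (Ex 573, Em 610 nm). Normalized to enzyme and no-enzyme controls.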
# * marks the source's active call; other numbers are inactive results; ? = inconclusive; & = joins results of further samples; [ ] = another dose, or the depositor's remark. Potency is the fitted concentration of half-maximal effect.
SMILES,GAA glycogen
COc1ccc(CN(CC(=O)NCC2CCCO2)C(=O)CCC(=O)Nc2nccs2)cc1 (stereo not drawn),1%
CC(C)(C)c1cc(CCC(=O)NCc2ccccn2)cc(C(C)(C)C)c1O,?
O=C1CN(C(=O)N[C@@H](Cc2ccccc2)C(=O)N[C@@H](Cc2ccccc2)C(=O)O)c2ccccc2N1,-2%[76.3 µM]
Cc1ccc2[nH]c(C(=O)Nc3ccc(F)cc3)cc2c1,5%[76.3 µM]
COc1cccc(C(=O)NC(C)c2cccc3ccccc23)c1OC (stereo not drawn),-1%[76.3 µM]
CC(=O)c1cccc(N(CC(=O)NC2CCCCC2)C(=O)Cn2nnc(-c3ccccc3)n2)c1,1%
Cc1ccc(S(=O)(=O)N(C)C)cc1NC(=O)CN1C(=O)NC2(CCCCCC2)C1=O,-8%[76.3 µM]
Cc1cc(S(=O)(=O)N2CCOCC2)ccc1OCC(=O)NCc1ccco1,-12%
Cc1ccc(-n2ncc3c2CC(C)(C)CC3NC(=O)CCc2ccncc2)cc1 (stereo not drawn),2%[76.3 µM]
NS(=O)(=O)c1ccc(CCNC(c2ccccc2)c2ccccc2)cc1,-7%
CN(C)C(=O)c1ccc(NC(=O)c2cc(-c3ccco3)nc3ccccc23)cc1,-7%[76.3 µM]
CCN(CC)c1ccc(C2Nc3cccc4cccc(c34)N2)cc1,3%[76.3 µM]

# Of the compounds above, four have sulfur:
SMILES,GAA glycogen
COc1ccc(CN(CC(=O)NCC2CCCO2)C(=O)CCC(=O)Nc2nccs2)cc1 (stereo not drawn),1%
Cc1ccc(S(=O)(=O)N(C)C)cc1NC(=O)CN1C(=O)NC2(CCCCCC2)C1=O,-8%[76.3 µM]
Cc1cc(S(=O)(=O)N2CCOCC2)ccc1OCC(=O)NCc1ccco1,-12%
NS(=O)(=O)c1ccc(CCNC(c2ccccc2)c2ccccc2)cc1,-7%

# (continued)
SMILES,GAA glycogen
Cc1ccc(C)c(S(=O)(=O)N2CCCOC2CNC(=O)C(=O)NC2CC2)c1 (stereo not drawn),-5%[76.3 µM]
COCCNC(=O)C(c1ccc(O)cc1)N(Cc1ccccc1)C(=O)CCC(=O)Nc1ccccn1 (stereo not drawn),0%
O=C(Nc1ccc(F)cc1)Nc1nnc(Cc2ccccc2F)s1,6%[76.3 µM]
Cc1ccc(C(=O)N2CCN(c3ccc([N+](=O)[O-])cc3)CC2)o1,-12%
CCCC(=O)N1CCC(Cc2ccccc2)CC1,-7%[76.3 µM]
CCCC[C@]12Cc3cc(C#N)ccc3C(O1)c1c(cc(-c3ccccc3)oc1=O)O2,-14%[15.3 µM]
Cc1ccc(C(C)C)c(OCCCCN2CCNCC2)c1,6%[76.3 µM]
COC(=O)COc1ccc(C2NC(=O)NC(c3ccccc3)=C2C(C)=O)cc1Br (stereo not drawn),3%[76.3 µM]
O=C(N/N=C/c1c[nH]c2ccccc12)c1ccc(Br)cc1,-10%[76.3 µM]
CCOC(=O)c1c(NC(=O)c2ccccc2C(=O)O)sc2c1CCC2,2%[76.3 µM]
CCOc1ccc2nc(NS(=O)(=O)c3cccs3)sc2c1,20%[76.3 µM]
COc1ccc(Cl)cc1Nc1nnc(-c2ccncc2)s1,2%
COc1cccc(NC(=O)CSc2nc3c(sc4ccccc43)c(=O)n2CCCN2CCCC2)c1,-7%[76.3 µM]
CC(=O)c1cc2c(ccc3ccccc32)oc1=O,2%[76.3 µM]
C[C@H](NC(=O)C1(c2ccccc2)CCN(C(=O)OC(C)(C)C)CC1)C(=O)N[C@@H](C(=O)O)c1ccccc1,3%[76.3 µM]
COCCN1C(=O)C(=O)/C(=C(/O)c2ccc(S(=O)(=O)N3CCCCC3)cc2)C1c1ccc(O)c(OC)c1 (stereo not drawn),-24%[76.3 µM]
O=C(CCS(=O)(=O)c1ccccc1)N1CCN(c2ccccc2)CC1,-11%[76.3 µM]
COc1cc(=O)[nH]c(SCC(=O)Nc2nc3c(s2)CCCC3)n1,-9%
c1ccc(COCC2CCNCC2)cc1,-1%[76.3 µM]
CCCN(CCC)S(=O)(=O)c1ccc(C(=O)Nc2cccnc2)cc1,1%
Cc1c[n+](CC(=O)c2ccccc2)cs1,-18%[76.3 µM]
COc1ccc(CCNC(=O)CS(=O)(=O)Cc2nc(-c3ccccc3Cl)oc2C)cc1OC,19%[76.3 µM]
COc1ccccc1NC(=S)N1CCN(c2ccc(F)cc2)CC1,-15%[76.3 µM]
CCOCCCNC(=O)c1cccc(OC2CCN(S(C)(=O)=O)CC2)c1,9%[76.3 µM]
Cc1nn(Cc2ccccc2)c(C)c1NS(=O)(=O)c1ccccc1,-3%[76.3 µM]
CCOC(=O)c1c(NC(=O)CCS(=O)(=O)c2ccccc2)sc2c1CC(C)(C)NC2(C)C,-1%[76.3 µM]
O=C1c2ccccc2C(=O)N1CCCC[C@]12Cc3ccccc3C(O1)c1c(c3ccccc3oc1=O)O2,-12%[15.3 µM]
COc1ccc(CC(=O)N(C)Cc2ccc(C(C)(C)C)cc2)cc1S(=O)(=O)N1CCOCC1,-2%[76.3 µM]
CC(C)OC(=O)CC1C(=O)NCCN1C(=O)COc1ccc(C(C)(C)C)cc1 (stereo not drawn),8%[76.3 µM]
CCn1c(=O)c2c(nc3n2CCCN3CCc2ccc(OC)c(OC)c2)n(C)c1=O,-2%
CN(C(=O)CSc1nnc(N)s1)C1CCCCC1,-3%[76.3 µM]
CCOC(=O)c1c(CSc2ccccc2)n(C)c2ccc(O)cc12,-1%
COc1ccc(OC)c(C(C)NC(=S)Nc2ccc(S(=O)(=O)Nc3ncccn3)cc2)c1 (stereo not drawn),0%[76.3 µM]
Cn1c(=O)c2ccccc2n(CC(=O)NC2CCCC2)c1=O,-6%[76.3 µM]
COc1ccc(-c2c(C)oc3c(CN4CCCC(C)C4)c(O)ccc3c2=O)cc1OC (stereo not drawn),7%
CC1=C(C(=O)OCCCCCl)C(c2cc3c(cc2Br)OCO3)NC(=O)N1 (stereo not drawn),11%[76.3 µM]
CC(C)(C)NC(=O)C(OC(=O)c1ccco1)c1ccccc1F (stereo not drawn),-3%[76.3 µM]
CCOC(=O)N1CCN(C(=O)CN(C)S(=O)(=O)c2ccc(OCC)cc2)CC1,-2%
COc1ccccc1CN1CCCC(N2CCN(c3ccc(F)cc3)CC2)C1 (stereo not drawn),5%[76.3 µM]
CCOC(=O)Cc1csc(NC(=O)CN2CCOCC2)n1,0%[76.3 µM]
COc1ccc(CNC(=O)CCN2C(=O)c3ccccc3C2=O)cc1,-1%
CCCC(=O)N1CC(=O)Nc2ccc(C)cc2C1c1ccc(F)cc1 (stereo not drawn),20%[76.3 µM]
Cc1ccc(C(=O)C=CNNC(=O)c2ccccc2)cc1,-19%[76.3 µM]
COc1cccc(N(C(=O)c2snc(C(N)=O)c2N)C(C(=O)NCC2CCCO2)c2c[nH]c3ccccc23)c1 (stereo not drawn),0%
CCOC(=O)C1CCCN(S(=O)(=O)c2ccc3ccccc3c2)C1 (stereo not drawn),-9%[76.3 µM]
Cc1ccc2c(c1)N(C(=O)CCC(=O)NCCCN1CCN(C)CC1)CC(C)O2 (stereo not drawn),?
COc1ccc(N2CC(C(=O)Nc3ccncc3)CC2=O)cc1 (stereo not drawn),4%
O=C(CN(C(=O)CNC(=O)c1ccco1)c1cccc(F)c1)NC1CCCCC1,2%
COc1ccc(CNC(=O)C2CC(=O)N(C3CCCC3)C2)cc1 (stereo not drawn),0%[76.3 µM]
Cc1c(NC(=O)c2ccc(C(=O)Nc3c(C)n(C)n(-c4ccccc4)c3=O)cc2)c(=O)n(-c2ccccc2)n1C,-6%[76.3 µM]
CCCCc1cc(=O)oc2cc(OCC(=O)Nc3ccccn3)ccc12,-3%[76.3 µM]
CCCOc1ccc2cc(C(=O)NCc3ccccc3)c(=O)oc2c1,13%
COc1ccc(CNC(=O)CN(C)Cc2ccccc2F)cc1OC,-10%
CC1CCN(C(=O)Cn2c(=O)c3cccn3c3ccccc32)CC1,-13%[76.3 µM]
O=Cc1ccc(OCc2ccc3ccccc3c2)cc1,-3%[76.3 µM]
O=C(O)CCN1c2cccc3cccc(c23)S1(=O)=O,-3%
Cc1nn(-c2ccccc2)c(C)c1C(=O)NCCc1ccccc1,-13%
CCNS(=O)(=O)c1ccc(CCC(=O)N2CCN(c3ccc(OC)cc3)CC2)cc1,7%
COC(=O)C1=CN(c2ccc(OC)cc2)C=C(C(=O)OC)C1c1cccc(F)c1,-1%[76.3 µM]
O=C(O)C1(c2ccccc2)CCN(S(=O)(=O)c2ccc(Br)cc2)CC1,7%[76.3 µM]

# Retrieved by compound from above:
SMILES,GAA glycogen
CCOc1ccc2nc(NS(=O)(=O)c3cccs3)sc2c1,20%[76.3 µM]
CCn1c(=O)c2c(nc3n2CCCN3CCc2ccc(OC)c(OC)c2)n(C)c1=O,-2%
CCCOc1ccc2cc(C(=O)NCc3ccccc3)c(=O)oc2c1,13%
Cc1ccc(C(=O)C=CNNC(=O)c2ccccc2)cc1,-19%[76.3 µM]
COc1ccc(CNC(=O)CCN2C(=O)c3ccccc3C2=O)cc1,-1%
CCOC(=O)c1c(CSc2ccccc2)n(C)c2ccc(O)cc12,-1%

# (further entries)
SMILES,GAA glycogen
COCC(=O)N1CCC(Oc2ccc(C(=O)NCc3cc(C)no3)cc2)CC1,-9%[76.3 µM]
O=C(NCC1COCCO1)c1ccc(OC2CCN(CCc3ccccc3)CC2)cc1 (stereo not drawn),-6%[76.3 µM]
CC[C@@]12C(=O)N(c3cccc(F)c3)C(=O)N1[C@H](c1ccc(F)cc1)[C@@H]1C(=O)N(C3CCCCC3)C(=O)[C@@H]12,6%[76.3 µM]
COc1ccc(/C=C(\NC(=O)c2ccc([N+](=O)[O-])cc2)C(=O)NCCCN2CCOCC2)cc1,3%
COc1ccc(C(=O)N/C(=C/c2cccnc2)C(=O)Nc2cccc(C(C)=O)c2)cc1OC,-2%
Cc1c(Cl)ccc(S(=O)(=O)NCCN2CCOCC2)c1Cl,-8%[76.3 µM]
Cc1oc2cc3oc(=O)c(CCC(=O)N[C@H](C(=O)O)C(C)C)c(C)c3cc2c1C,6%
O=C(CCC(=O)N1CCOc2ccccc21)NCCN1CCOCC1,-9%[76.3 µM]
O=C(Nc1cccc(-c2cccc(F)c2)c1)C1CCN(C2CCOCC2)CC1,-1%[76.3 µM]
CSCc1cc(N(C)c2ccccc2)nc(-c2ccccn2)n1,-4%
COc1ccc(-c2nnc(N(C)C(=O)c3ccco3)s2)cc1OC,-8%
CC(=O)Nc1c2c(nn1-c1ccccc1C)CS(=O)C2 (stereo not drawn),-8%[76.3 µM]
CC(O)Cn1c(N2CCCC2)nc2c1c(=O)[nH]c(=O)n2C (stereo not drawn),-13%[76.3 µM]
CCOC(=O)c1c(C)[nH]c(C(=O)OCc2ccc([N+](=O)[O-])cc2)c1C,4%[76.3 µM]
Cc1c(C)c2cc3c(C)coc3cc2oc1=O,6%
CCOc1ccc(C(=O)NC2CC(C)(C)NC(C)(C)C2)cc1,13%[76.3 µM]
Cc1cc(C)cc(C(=O)NC(CC(N)=O)c2ccc(NCC3CC3)c([N+](=O)[O-])c2)c1 (stereo not drawn),-9%[76.3 µM]
Cc1cc2c(SCC(=O)NC3CCCCC3)ncnc2s1,11%
O=C(NCC1CCN(c2ccc(S(=O)(=O)N3CCOCC3)cc2)CC1)Nc1ccccc1F,-7%[76.3 µM]
O=C(O)c1ccccc1NS(=O)(=O)c1ccc2ccccc2c1,4%
CCN1C(=NCCOC)N[C@@H](c2cccc(F)c2)C(C(=O)OC)=C1C,17%&-9%[76.3 µM]
O=C(CNC(=O)c1cccs1)c1ccc(Br)cc1,2%
CCC(Oc1ccc(Br)cc1)C(=O)N1CCN(c2ncccn2)CC1 (stereo not drawn),-7%[76.3 µM]
CC(Sc1nc2sccc2c(=O)n1-c1ccccc1)C(N)=O (stereo not drawn),-10%
Cc1ccsc1C(=O)NC(C)c1ccccc1 (stereo not drawn),3%
O=C(NC(=S)Nc1ccc(Cl)c(C(=O)O)c1)c1cccc(COc2ccccc2)c1,-4%[76.3 µM]
CCOc1cccc2sc(N(CCCN(C)C)C(=O)c3ccc(S(=O)(=O)N(C)CC4CCCO4)cc3)nc12 (stereo not drawn),6%[76.3 µM]
CC(C)(C)C(=O)Nc1cc2c3c(c1)CC(=O)N3CCC2,7%[76.3 µM]
COc1ccc(N(CC(=O)NCCSCc2cccc(Cl)c2)S(C)(=O)=O)cc1,-3%[76.3 µM]
O=S(=O)(NCc1ccc2c(c1)OCO2)c1cccc(F)c1,-17%[76.3 µM]
O=C(CSc1nc2ccccc2[nH]1)N/N=C/c1ccco1,-6%
O=C(c1ccccc1)c1ccc(OCC(O)CNCc2ccc(F)cc2)cc1 (stereo not drawn),0%
O=C(NS(=O)(=O)Oc1cccc(F)c1)OC[C@@H]1CCCN2CCCCC12 (stereo partly drawn),-4%
CC(C)(C)c1ccc(Cn2nnc3c(=O)[nH]c(C4CCN(C(=O)c5ccco5)CC4)nc32)cc1,13%[76.3 µM]
CCOc1ccc(S(=O)(=O)N2CCCC(C(=O)N3CCC(C(N)=O)CC3)C2)cc1Cl (stereo not drawn),6%

# An excerpt (hit frequency here may not be typical).
